Source: PubChem (National Center for Advancing Translational Sciences (NCATS))
B2AR arrestin ag: agonists recruiting beta-arrestin to human beta2-adrenergic receptor; P07550; HTLA Tango cells, beta-arrestin recruitment, luciferase luminescence, 18 h; Potency, µM (series often up to 46.1 µM), for the others: top-dose activation, usual class: activators; 44,000 tested, under 10 active;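 note: potency is the fitted concentration of half-maximal effect; 0% = DMSO and full agonism = EC100 isoproterenol or metaproterenol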
Target sequence (P07550 whole entry, looked up): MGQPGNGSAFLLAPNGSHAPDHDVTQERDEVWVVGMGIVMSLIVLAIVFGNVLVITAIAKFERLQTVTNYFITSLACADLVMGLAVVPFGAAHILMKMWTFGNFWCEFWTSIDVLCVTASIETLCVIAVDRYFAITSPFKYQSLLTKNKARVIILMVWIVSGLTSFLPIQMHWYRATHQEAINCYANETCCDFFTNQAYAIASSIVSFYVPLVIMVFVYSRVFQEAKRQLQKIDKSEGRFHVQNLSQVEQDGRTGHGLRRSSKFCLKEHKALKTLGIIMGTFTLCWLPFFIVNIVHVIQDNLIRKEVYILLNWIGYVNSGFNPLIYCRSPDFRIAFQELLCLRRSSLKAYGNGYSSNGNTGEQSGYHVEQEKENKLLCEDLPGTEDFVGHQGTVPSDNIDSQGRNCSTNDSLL
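Receptor–beta-arrestin recruitment read by tTA-responsive luciferase: compound titrations (up to 46 µM) incubated 18 h with Tango cells, then luminescent substrate 15 min at room temperature. Concentration-response fits classified by r2, efficacy and activity.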
FH mod: Identification of activators of human fumarate hydratase by quantitative high-throughput screening; Fumarate hydratase, mitochondrial (Homo sapiens), P07954; FH coupled MDH/diaphorase resazurin fluorescence, 15 min; Potency, µM (titrated, usually from 79.9 µM), for the others: top-dose activity change, negative = inhibition, hits mostly inhibitors; 54,000 tested, 0.22% active; AID 1347055, 2019; note: potency is the fitted concentration of half-maximal effect; % is set by controls: 0 for no effect and ±100 for the full control effect; the screen sought activators but most active calls are inhibition curves; nearly all actives have a fitted effect of over 45% in size
p53null 32C kill: selectivity test: cytotoxicity in p53 null cells, permissive temperature | Potency, µM (doses to about 46.1 µM), for inactives: top-dose activity change, negative = cytotoxicity, actives largely listed as cytotoxic | 55,000 tested, 0.62% active | H1299-neo p53 null cells, ATP luminescence, 24 h, 32C;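 note: potency is the fitted concentration of half-maximal effect; 0% = DMSO only and -100% = full killing by 100 µM tamoxifen; nearly all actives have a fitted effect of over 55% in size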
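H1299-neo (p53-null) cells, 600/well, were pre-incubated overnight at 37C, then exposed to compounds at up to 46 uM for 24 hr at 32C. Viability was measured as ATP content by luminescence, and AC50 values came from Hill fits.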
TSG101-PTAP inh: TSG101-PTAP interaction inhibition, HIV-1 budding; Q99816; Fluorescence polarization, FITC-PTAP peptide/Tsg101, 20 min; Potency, µM (highest dose often 115 µM), for inactives: top-dose activity change, negative = inhibition, most hits filed as inhibitors; 44,000 tested, under 10 active; note: potency is the fitted concentration of half-maximal effect; 0% is about no effect
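The Tsg101 binding domain, at 10 uM final, is mixed with compound and a FITC peptide bearing the PTAP motif (50 nM final). After 20 min at r.t., polarization is measured; actives defined by CRC class, efficacy cut-off 60% inhibition.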
GALK inh: inhibits human galactokinase; P51570; recombinant GALK, Kinase-Glo ATP luminescence, 1 h; Potency, µM (highest dose often 57.5 µM), for the others: at the highest dose activity, negative = inhibition, most hits filed as inhibitors; 44,000 tested, under 10 active;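 note: plate controls were full GALK reaction for no effect and reaction lacking GALK for full effect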
Target sequence (P51570 whole entry, looked up): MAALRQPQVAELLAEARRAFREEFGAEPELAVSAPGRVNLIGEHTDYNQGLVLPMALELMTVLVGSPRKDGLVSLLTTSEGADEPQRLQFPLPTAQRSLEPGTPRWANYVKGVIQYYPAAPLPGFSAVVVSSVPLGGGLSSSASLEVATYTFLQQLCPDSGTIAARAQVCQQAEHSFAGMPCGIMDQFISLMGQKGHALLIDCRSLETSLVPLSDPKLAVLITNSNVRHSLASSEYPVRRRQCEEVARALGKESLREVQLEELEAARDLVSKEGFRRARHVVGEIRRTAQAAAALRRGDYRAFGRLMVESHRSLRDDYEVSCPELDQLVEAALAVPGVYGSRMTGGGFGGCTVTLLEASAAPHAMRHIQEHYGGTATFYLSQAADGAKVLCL
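Luminescent ATP-depletion readout (Kinase-Glo Plus) after 1 h room-temperature incubation of human GALK (5 nM) with galactose 100 µM and ATP 35 µM, pH 8.0 HEPES/Mg2+ buffer; compounds tested in qHTS format.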
p53null 39C kill: kills p53 null cells at the nonpermissive temperature. H1299 p53-null (neo) cells, 39C, ATPlite viability, 24 h. Potency, µM (titrated, usually from 46.1 µM), inactives show top-dose activity, negative = cell killing, most hits filed as cytotoxic. 55,000 tested, 0.97% active. AID 904;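 note: potency is the fitted concentration of half-maximal effect; 0% = DMSO only and -100% = full killing by 100 µM tamoxifen; nearly all actives have a fitted effect of over 50% in size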
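ATP-luminescence viability readout (ATPlite, 20 min RT) after 24 hr compound treatment at 39C of H1299-neo or H1299-p53A138V cells; titration up to 46 uM; normalized to DMSO and 100 uM tamoxifen; Hill-fit AC50.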
NTMT1 inhibitor: NTMT1 methyltransferase inhibition; Q9BV86; 59,000 tested, 2.5% active; Potency, µM (top dose mostly 114 µM), without a hit: top-dose activity change, negative = inhibition, most hits filed as inhibitors; AID 1645870; NTMT1 MTase-Glo SAH luminescence, purified enzyme;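 note: potency is the fitted concentration of half-maximal effect; plate controls were DMSO vehicle for no effect and no enzyme for full effect; nearly all actives have a fitted effect of over 65% in size; many of its hits are not listed in these tables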
Target sequence (Q9BV86 whole entry, looked up): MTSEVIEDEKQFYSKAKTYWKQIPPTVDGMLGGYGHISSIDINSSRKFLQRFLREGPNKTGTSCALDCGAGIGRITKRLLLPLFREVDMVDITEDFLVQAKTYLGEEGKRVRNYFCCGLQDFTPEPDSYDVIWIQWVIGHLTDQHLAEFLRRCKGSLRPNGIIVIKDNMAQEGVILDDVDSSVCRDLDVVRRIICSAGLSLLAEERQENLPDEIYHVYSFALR
The depositor's hits bear a star; ? = inconclusive; . = not tested or not shown; [ ] = remark or other dose. Calls come from the whole dose curve; as a rule, active = well fitted curve in the direction sought with a large enough effect; inconclusive = small, poorly fitted or top-dose-only effect, or another doubt; inactive = no such curve, though single readings can be large; an effect the other way counts as inactive or inconclusive.

SMILES | B2AR arrestin ag | FH mod | p53null 32C kill | TSG101-PTAP inh | GALK inh | p53null 39C kill | NTMT1 inhibitor
CCCCOC(=O)c1ccc(Nc2nc3ccc(C(=O)c4ccccc4)cc3n3cnnc23)cc1 | 0% | -14% | -11% | 4% | -3% | -6% | 0%
CCCN1C(=O)c2[nH]nc(-c3ccc(F)cc3)c2C1c1ccccn1 (stereo not drawn) | -1% | ? | -6% | 1% | -6% | -25% | ?
CCc1ccc(NC(=O)CC2C(=O)N(c3cccc(C)c3)C(=O)N2CCC(C)C)cc1 (stereo not drawn) | -1% | . | 4% | -8% | 1% | 20% | .
CC(C)c1ccc(NC(=O)c2cc(S(=O)(=O)NC3CCCCC3)ccc2F)cc1 | 0% | ? | 23% | -1% | 0% | 4% | -2%
COc1ccc(-c2noc(CSc3nnc(-c4ccncc4)n3-c3ccc(C)cc3)n2)cc1 | 0% | -25% | 0% | 0% | -12% | 15% | 4%
CCCCNC(=O)CC1Nc2cc(C)c(C)cc2NC1=O (stereo not drawn) | -2% | -4% | -3% | -3% | -1% | -2% | -4%
COc1ccc(-n2c(SCC(=O)Nc3cccc(C)c3C)nc3c([nH]c4ccccc43)c2=O)cc1 | ? | -6% | -5% | 0% | 2% | 21% | 4%
Cc1cccc(NC(=O)c2oc3ccccc3c2NC(=O)c2cc(=O)c3cc(Cl)ccc3o2)c1 | 0% | 1% | -2% | -1% | 0% | -9% | 6%
O=S(=O)(NCCc1csc2nc(-c3ccc(Cl)cc3)nn12)c1ccc2c(c1)OCCO2 | -4% | ? | 23% | 1% | -9% | 20% | 25%
COc1ccc(OC)c(CNC(=O)CN2C(=O)CCn3nc(-c4cn(C)c5ccccc45)cc32)c1 | 3% | -9% | 0% | -2% | 3% | -7% | -8%
CCOc1cccc(C(c2c(C)n(C)n(-c3ccccc3)c2=O)c2c(C)n(C)n(-c3ccccc3)c2=O)c1OC | ? | 0% | 3% | 0% | 4% | -2% | -4%
Cn1c(=O)cc(SCC(=O)N2CCN(c3ccccc3F)CC2)c2ccccc21 | 1% | -14% | -1% | -10% | 2% | -11% | -3%
COc1ccc(C(=O)Nc2nc3c(s2)Cc2c(Br)ccc(OC)c2-3)cc1OC | -4% | 0% | -5% | 0% | -15% | -15% | -16%
CC(=O)Nc1cccc(NC(=O)C(=O)NCCc2sc(-c3ccccc3)nc2C)c1 | 0% | -18% | 3% | 0% | 0% | -28% | -1%
COc1cc(C(=O)NCC(c2ccc3c(c2)OCO3)N2CCOCC2)cc(OC)c1OC (stereo not drawn) | 0% | -1% | -1% | -6% | 5% | 14% | 8%
CCCCOc1ccc(C(=O)N(Cc2ccc(C(C)C)cc2)C2CCS(=O)(=O)C2)cc1 (stereo not drawn) | 1% | -28% | 6% | 1% | 2% | ? | 8%
O=C(NCc1ccccc1)c1cc2sccc2n1Cc1ccc(F)cc1 | 1% | -21% | -5% | 1% | 0% | -6% | ?
O=S(=O)(Nc1cccc(-c2ccc(N3CCOCC3)nn2)c1)c1cc(C(F)(F)F)ccc1Cl | 9% | -6% | ? | -5% | -8% | 0% | -1%
CCc1ccc(NC(=O)CC2C(=O)N(c3ccc(C)cc3)C(=O)N2C2CCCC2)cc1 (stereo not drawn) | 1% | -17% | ? | 0% | 1% | -9% | 1%
Cc1ccc(C(=O)n2nc(C)c(S(=O)(=O)N3CCOCC3)c2C)cc1 | -1% | -12% | -5% | 0% | 0% | 3% | -3%
Cc1cc(C)cc(NC(=O)CN2C(=O)COc3ccc(S(=O)(=O)Nc4ccccc4)cc32)c1 | -1% | ? | 25% | 3% | -1% | 35%[activator] | 20%
O=S(=O)(c1ccccc1)n1nc(-c2ccco2)nc1NCc1ccccc1 | 0% | -14% | -2% | -4% | 9% | -23% | -1%
COc1cccc(-c2nc(CS(=O)(=O)CC(=O)Nc3cc(F)ccc3F)c(C)o2)c1 | 0% | -4% | -3% | 0% | 2% | -8% | 14%
COc1ccc(NC(=O)CN2C(=O)C(C)(C)c3ccccc32)cc1Cl | 0% | -18% | -2% | -5% | 2% | 6% | -2%
Cc1ccc(Cl)cc1N(C)C(=O)c1cnc(N2CCOCC2)c2ccccc12 | 0% | 4% | -1% | 1% | 1% | 56%[activator] | 21%
CC(=O)N1CCCc2cc(S(=O)(=O)N(C)CC(=O)Nc3cccc(Cl)c3C)ccc21 | -1% | -3% | 1% | -5% | 2% | 21% | 18%
CCOC(=O)c1ccc(NC(=O)NCCOCCn2c(=O)oc3ccccc32)cc1 | -2% | -9% | -1% | 0% | 0% | -10% | 10%
Cc1ccc(S(=O)(=O)N2CCC(C(=O)NCc3ccccc3Cl)CC2)cc1 | 1% | -6% | 7% | -1% | -1% | 0% | ?
COc1ccc(-c2nc(CCNC(=O)c3cc(OC)c(OC)c(OC)c3)cs2)cc1 | 0% | ? | -16% | 1% | -4% | 2% | 10%
Cc1cccc(NC(=O)CSc2ncc(-c3ccccc3)[nH]2)c1C | 0% | -22% | -11% | -2% | 0% | 0% | ?
Cc1ccc(-c2nnc3ccccc3c2C(=O)Nc2ccc(F)cc2)cc1 | 0% | -7% | -11% | 0% | 0% | -31% | 15%
CSc1ncc(C(=O)Nc2ccccc2C(=O)c2ccccc2)c(C(F)(F)F)n1 | -1% | -9% | -12% | -3% | 0% | -17% | 8%
Cc1cc(-c2ccc(S(=O)(=O)Nc3ccc(Br)c(C)c3)s2)on1 | 0% | ? | -1% | 2% | -1% | -10% | 10%
CCn1cc(C(=O)NCCN(CC(C)C)CC(C)C)c(=O)c2cc(S(=O)(=O)N(C)C3CCCCC3)ccc21 | 1% | -19% | 6% | -4% | -1% | 17% | -3%
Cc1ccc(Cl)cc1NC(=O)N1CCC2(CC1)Oc1ccccc1C(=O)N2Cc1ccccc1F | 0% | -14% | 6% | 1% | 1% | 12% | 13%
COc1ccccc1CNc1ccc(-c2nc(-c3ccco3)no2)cc1[N+](=O)[O-] | -1% | -6% | -4% | 2% | -10% | -11% | -2%
CCc1ccccc1NC(=O)c1cn(C)c(=O)c2ccccc12 | -2% | -10% | 2% | -5% | 4% | 15% | 1%
O=C(Cn1ncc2c3ccccc3n(Cc3ccc(Cl)cc3)c2c1=O)NCCC1=CCCCC1 | -3% | 2% | -4% | 45%[activator] | -12% | -16% | 4%
Fc1ccc(Nc2c(-c3ccccn3)nc3ccc(Cl)cn23)cc1 | 0% | 8% | 5% | 0% | -4% | ? | 3%
Cc1nc(SCC(=O)Nc2ccccc2C)cc(-c2ccccc2)n1 | -2% | 9% | 0% | -6% | -9% | -2% | -19%
CS(=O)(=O)N(CC(=O)NCCSCc1ccccc1)c1cc(C(F)(F)F)ccc1Cl | 1% | -16% | 21% | -2% | 4% | 18% | 4%
Cc1c(C(=O)OCCOc2ccccc2)[nH]c2c1C(=O)CC(c1ccccc1)C2 (stereo not drawn) | 0% | 8% | 15% | -3% | 4% | ? | 17%
CCOC(=O)c1c(NC(=O)c2cc(-c3cccc(OC)c3)on2)sc2c1CCCC2 | -2% | 0% | 2% | 1% | 2% | 10% | ?
O=C(COc1ccccc1)Nc1ccc(C(=O)OCc2cc(=O)n3nc(C4CC4)sc3n2)cc1 | 1% | 4% | -3% | -1% | -1% | ? | -3%
CCCSc1nc(-c2ccc(OC)cc2)cc(-c2ccccc2OC)c1C#N | 1% | -5% | -1% | 1% | 0% | -4% | ?
CCOc1ccc(NCc2nc3ccccc3n2CCOc2ccc(C)cc2)cc1 | 0% | -19% | 75%[activator] | -3% | -3% | 43%[activator] | 3%
CCCC(=O)N(c1ccc2oc3c(c2c1)CCCC3)S(=O)(=O)c1ccc(CC)cc1 | -2% | -12% | 1% | -5% | 0% | 27% | 12%
COc1ccc(OC)c(NC2=C(c3ccccc3)C(=O)c3ccccc32)c1 | 1% | -25% | 14% | 1% | 3% | ? | 17%
CCOc1ccc(CC(=O)Nc2c(C(=O)c3ccc(C)cc3)oc3ccccc23)cc1OCC | 0% | -11% | -1% | -5% | -3% | -17% | -1%
Cc1cc(CN2CCN(c3cccc(C)c3C)CC2)cs1 | 1% | -16% | -15% | 3% | 4% | ? | -10%
CN1CCc2nc3sc(C(=O)Nc4ccccc4C(F)(F)F)c(N)c3cc2C1 | 0% | -3% | -7% | -13% | 3% | -17% | -20%
O=C(Cn1c(SCc2ccccc2F)nc2ccncc21)Nc1ccccc1C(F)(F)F | -4% | 1% | -24% | 1% | 1% | -21% | -2%
Cc1cccc(N2CCN(S(=O)(=O)c3ccc4c(c3)CCCN4C(=O)C3CCC3)CC2)c1C | 0% | -12% | -1% | 0% | -1% | 3% | -3%

11 consecutive compounds out of the list so far, quoted:
SMILES | B2AR arrestin ag | FH mod | p53null 32C kill | TSG101-PTAP inh | GALK inh | p53null 39C kill | NTMT1 inhibitor
CS(=O)(=O)N(CC(=O)NCCSCc1ccccc1)c1cc(C(F)(F)F)ccc1Cl | 1% | -16% | 21% | -2% | 4% | 18% | 4%
Cc1c(C(=O)OCCOc2ccccc2)[nH]c2c1C(=O)CC(c1ccccc1)C2 (stereo not drawn) | 0% | 8% | 15% | -3% | 4% | ? | 17%
CCOC(=O)c1c(NC(=O)c2cc(-c3cccc(OC)c3)on2)sc2c1CCCC2 | -2% | 0% | 2% | 1% | 2% | 10% | ?
O=C(COc1ccccc1)Nc1ccc(C(=O)OCc2cc(=O)n3nc(C4CC4)sc3n2)cc1 | 1% | 4% | -3% | -1% | -1% | ? | -3%
CCCSc1nc(-c2ccc(OC)cc2)cc(-c2ccccc2OC)c1C#N | 1% | -5% | -1% | 1% | 0% | -4% | ?
CCOc1ccc(NCc2nc3ccccc3n2CCOc2ccc(C)cc2)cc1 | 0% | -19% | 75%[activator] | -3% | -3% | 43%[activator] | 3%
CCCC(=O)N(c1ccc2oc3c(c2c1)CCCC3)S(=O)(=O)c1ccc(CC)cc1 | -2% | -12% | 1% | -5% | 0% | 27% | 12%
COc1ccc(OC)c(NC2=C(c3ccccc3)C(=O)c3ccccc32)c1 | 1% | -25% | 14% | 1% | 3% | ? | 17%
CCOc1ccc(CC(=O)Nc2c(C(=O)c3ccc(C)cc3)oc3ccccc23)cc1OCC | 0% | -11% | -1% | -5% | -3% | -17% | -1%
Cc1cc(CN2CCN(c3cccc(C)c3C)CC2)cs1 | 1% | -16% | -15% | 3% | 4% | ? | -10%
CN1CCc2nc3sc(C(=O)Nc4ccccc4C(F)(F)F)c(N)c3cc2C1 | 0% | -3% | -7% | -13% | 3% | -17% | -20%

Some of the compounds tested; count on the stated rates, not on these rows.
